# Assay outcomes (PubChem BioAssay)
# PrPC surface inh – cell surface PrPC inhibition, primary TR-FRET screen | P04156 | TR-FRET read-out | inhibition, % at 13.8 µM | actives 0.43% (n = 370,000) | AID 720596; in the data active = inhibition above about 24%; note: 0% = median of the test wells and 100% = reference compound wells
# Mtb BioA inh – inhibitors of Mycobacterium tuberculosis BioA enzyme. purified M. tuberculosis BioA enzyme, plate reader. inhibition, % at 9.99 µM. actives 0.096% (n = 360,000); in the data active = inhibition above about 40%; inconclusive = no clear call, values can overlap the other calls
# GDH-TPI inh – counter-screen for M. tuberculosis FBA inhibitors: GDH-TPI coupled enzymes; inhibition, % at 4.8 µM; GDH-TPI coupled enzyme counterscreen, NADH absorbance; actives 1.2% (n = 360,000); in the data active = inhibition above about 30%;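 note: 0% = DMSO wells and 100% = wells lacking the enzyme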
# FadD28 binding – blocks FadD28 binding to the bisubstrate probe. actives 0.22% (n = 360,000). inhibition, % at 12.5 µM. fluorescence polarization. AID 588549; in the data active = inhibition above about 8.5%, passing the limit was not always enough; inconclusive = no clear call, values can overlap the other calls
# MazEF act – activators of E. coli MazEF toxin-antitoxin RNase. activation, % at 20 µM. FAM/BHQ RNA-DNA oligo cleavage fluorescence, 5 h. P0AE70. AID 504720. actives 0.32% (n = 350,000); in the data active = activation above about 50%
# Target sequence (P0AE70 whole entry, looked up): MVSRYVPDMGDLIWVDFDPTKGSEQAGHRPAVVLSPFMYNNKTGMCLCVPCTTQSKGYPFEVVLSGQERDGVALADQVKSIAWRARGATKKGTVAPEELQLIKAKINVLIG
# BoNT-F LC inh – BoNT F light chain protease inhibition; Multiplex microsphere protease cleavage assay, flow cytometry; inhibition, % at 10 µM; actives 0.22% (n = 360,000); AID 588497; in the data active = inhibition above about 35%, passing the limit was not always enough; inconclusive = no clear call, values can overlap the other calls; note: plate controls were buffer without enzyme for full effect and enzyme alone for no effect
# UGM FP inh – Mtb UDP-galactopyranose mutase inhibition | P9WIQ1 | purified UGM, fluorescence polarization probe displacement | AID 504406 | actives 0.06% (n = 320,000) | inhibition, % at 10 µM; in the data active = inhibition above about 10%, passing the limit was not always enough; inconclusive = no clear call, values can overlap the other calls
# Target sequence (P9WIQ1 whole entry, looked up): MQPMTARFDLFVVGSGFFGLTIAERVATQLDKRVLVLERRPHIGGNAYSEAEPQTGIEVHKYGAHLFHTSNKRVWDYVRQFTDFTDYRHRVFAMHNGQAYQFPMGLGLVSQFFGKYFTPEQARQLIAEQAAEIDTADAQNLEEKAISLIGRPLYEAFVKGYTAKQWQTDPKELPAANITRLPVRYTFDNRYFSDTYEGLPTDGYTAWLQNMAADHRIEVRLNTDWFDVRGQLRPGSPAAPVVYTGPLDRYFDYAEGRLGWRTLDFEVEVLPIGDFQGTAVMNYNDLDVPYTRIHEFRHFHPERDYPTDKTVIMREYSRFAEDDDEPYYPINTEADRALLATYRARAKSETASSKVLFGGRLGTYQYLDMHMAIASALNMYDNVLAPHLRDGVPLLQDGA
# Rv3671c protease – inhibitors of M. tuberculosis serine protease Rv3671c. P9WHR9. inhibition, % at 5.96 µM. actives 0.048% (n = 320,000). AID 2606; in the data active = inhibition above about 38%;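 note: extracellular domain of Rv3671c used as enzyme; 0% = enzyme with DMSO and 100% = no enzyme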
# Target sequence (P9WHR9 whole entry, looked up, the tested form may be a part): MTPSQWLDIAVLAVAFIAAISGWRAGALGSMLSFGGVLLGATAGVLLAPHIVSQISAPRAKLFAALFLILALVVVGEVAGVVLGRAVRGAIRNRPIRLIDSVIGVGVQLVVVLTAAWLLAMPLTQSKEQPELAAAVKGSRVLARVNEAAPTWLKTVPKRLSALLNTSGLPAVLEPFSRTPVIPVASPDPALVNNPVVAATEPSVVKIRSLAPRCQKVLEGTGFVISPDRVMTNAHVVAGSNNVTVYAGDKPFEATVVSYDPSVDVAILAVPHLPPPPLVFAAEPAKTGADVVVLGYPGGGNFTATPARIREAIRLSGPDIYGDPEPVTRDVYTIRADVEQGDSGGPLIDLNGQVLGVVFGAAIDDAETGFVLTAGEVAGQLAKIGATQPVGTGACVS
# Mtb FBA inh – inhibitors of M. tuberculosis fructose-bisphosphate aldolase; purified M. tuberculosis FBA, fluorescence read-out; inhibition, % at 1 µM; actives 2.3% (n = 360,000); AID 588726; in the data active = inhibition above about 27%;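 note: 0% = vehicle and 100% = reference inhibitor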
# * hit, by the source's call; ? = inconclusive; / = no result given.
SMILES,PrPC surface inh,Mtb BioA inh,GDH-TPI inh,FadD28 binding,MazEF act,BoNT-F LC inh,UGM FP inh,Rv3671c protease,Mtb FBA inh
O=C(NCC(=O)N(c1cccnc1)C(C(=O)NCc1ccco1)c1ccccc1)c1ccco1 (stereo not given),-8,-0.4,8,-1.2,5,10,-0.6,-14,0
CCCCC1(C)OC(=O)C(=Cc2ccc(SC)cc2)C(=O)O1 (stereo not given),6,/,-6,-4.0,-9,1,1.4,2,4
Cc1occc1C(=O)NCc1ccc2c(c1)OCO2,1,6.0,1,-1.6,-3,0,5.2,-13,3
COc1ccc(OCCSc2ncccn2)cc1,4,0.9,8,-0.7,-3,0,0.3,-5,1
C/C(=N\NC(=S)NC1CCCCC1)c1cccc(Br)c1,-1,/,3,-1.5,-3,-5,3.1,-5,2
CCOc1ncccc1C(=O)Nc1ccc(C)c(S(=O)(=O)N2CCCCCC2)c1,-7,-0.6,3,-1.1,2,-3,4.4,-15,2
CC1(C)Cc2sc3c(=O)[nH]c(=S)[nH]c3c2CO1,4,/,6,-2.9,4,-8,1.7,7,2
COc1ccc(Cl)cc1NS(=O)(=O)c1cccc(C(=O)NC2CC2)c1,-5,0.4,-1,-5.3,-4,-2,-3.2,8,-2
O=C(Cc1cccs1)N1CCN(C(=O)C2CCCO2)CC1 (stereo not given),5,/,-7,-3.5,8,-16,-0.7,2,3
O=C(COc1ccccc1)NCCc1cnc[nH]1,9,-0.8,11,-1.1,-8,?,0.1,/,-1

# Fetched by compound from above:
SMILES,PrPC surface inh,Mtb BioA inh,GDH-TPI inh,FadD28 binding,MazEF act,BoNT-F LC inh,UGM FP inh,Rv3671c protease,Mtb FBA inh
COc1ccc(Cl)cc1NS(=O)(=O)c1cccc(C(=O)NC2CC2)c1,-5,0.4,-1,-5.3,-4,-2,-3.2,8,-2
O=C(NCC(=O)N(c1cccnc1)C(C(=O)NCc1ccco1)c1ccccc1)c1ccco1 (stereo not given),-8,-0.4,8,-1.2,5,10,-0.6,-14,0
O=C(Cc1cccs1)N1CCN(C(=O)C2CCCO2)CC1 (stereo not given),5,/,-7,-3.5,8,-16,-0.7,2,3

# The listing continues:
SMILES,PrPC surface inh,Mtb BioA inh,GDH-TPI inh,FadD28 binding,MazEF act,BoNT-F LC inh,UGM FP inh,Rv3671c protease,Mtb FBA inh
COc1ccc(C(=O)NC2CCN(S(=O)(=O)c3ccccc3)CC2)cc1,13,-0.6,11,0.6,6,?,-2.2,-10,1
CCN(CC)CCCNC(=O)C1c2ccccc2C(=O)N(CCOC)C1c1ccc(F)cc1 (stereo not given),0,/,4,-2.7,2,-2,-0.8,13,-2
CCOC(=O)C1=C(N)N(c2ccccc2Oc2ccccc2)C(=O)C1,-1,-0.9,-2,-2.7,1,-5,2.1,-4,0
Cc1cc(OCc2cc(C(=O)NCc3csc(C(C)C)n3)no2)cc(C)c1Cl,2,-2.5,4,/,-3,0,-1.6,-20,4
Cc1csc(NC(=O)CSC2=NS(=O)(=O)c3ccccc3N2)n1,4,-2.8,-2,-2.1,0,/,0.5,-2,-3
Cc1ccccc1Cn1nc(C)c(NC(=O)c2noc3c2CC(C(C)(C)C)CC3)c1C (stereo not given),-1,/,13,-1.7,-19,4,-2.5,-11,3
O=C(CCC(=O)N(CC(=O)NC1CCCC1)Cc1ccc2c(c1)OCO2)Nc1ccccn1,-4,0.1,-1,-4.8,-12,-9,-0.6,8,-2
Cc1cccc(OCC(=O)Nc2ccc(S(=O)(=O)N3CCCC3)cc2)c1,14,-3.7,-3,-2.1,-8,-2,-1.0,-25,-5
CCCCn1c2ccc(F)cc2c2nnc(SCCN3CCCCC3)nc21,-13,3.6,6,-3.4,2,-21,/,/,0
CCn1cc(Cl)c(C(=O)Nc2c(C)nn(Cc3c(F)c(F)c(F)c(F)c3F)c2C)n1,0,-0.4,5,-1.5,2,10,/,/,1
CCOC(=O)CC(=O)CSCC(=O)Nc1ccc(C)cc1,-1,/,-15,-1.0,-2,0,0.6,15,-5
CCOc1ccc(/C(O)=C2/C(=O)C(=O)N(c3ncccn3)C2c2ccccc2)cc1 (stereo not given),-3,-1.8,15,0.9,4,-4,3.9,8,1
COCCNC(=O)CSc1nc2ccccc2c(=O)n1CC1CCCO1 (stereo not given),1,-4.5,10,-2.5,-1,3,2.4,-3,0
CCC12CN3CC(CC)(CN(C1)C31C(=O)N(C)c3ccc(C)cc31)C2=O (stereo not given),-3,-1.2,3,-2.1,12,-1,-1.6,-2,-4
COC(=O)c1sc(N2C(=O)c3oc4ccccc4c(=O)c3C2c2cccc(O)c2)nc1C (stereo not given),-4,-3.6,22,-0.2,-4,-2,0.5,-6,2
COc1ccc2c(c1)N(C)/C(=C1/SC(=NCc3ccccc3)N(c3ccccc3)C1=O)S2,-1,/,3,-1.1,-61,-14,-0.1,8,-2
COc1cccc(CNC(=O)Cn2cccc2)c1,4,-0.5,0,0.7,5,3,-0.6,1,2
COC(=O)CCn1nc(-c2ccc(C)cc2)c2ccccc2c1=O,2,/,-4,-3.5,7,-6,0.3,-7,2
CN(CC1CCOCC1)C(=O)CC1C(=O)NCCN1Cc1cccc(F)c1 (stereo not given),0,-0.4,-2,-0.9,1,-1,-1.4,-15,4
O=C1CCCC2=C1C(c1ccncc1)Nc1ccccc1N2 (stereo not given),-3,0.0,24,-1.5,-2,-5,-1.3,11,9
C=CCOc1ccc(/C(O)=C2\C(=O)C(=O)N(CCOC)C2c2cccnc2)cc1 (stereo not given),-2,1.5,34*,-1.8,2,-7,0.9,4,3
CCn1cc(-c2ccccc2)c(C(=O)O)c1-c1ccc(OC)cc1,-3,-0.8,4,-2.5,3,2,3.9,-8,2
COc1ccc(CNC(=O)CCNC(=O)c2ccc(C(C)(C)C)cc2)cc1OC,-1,-0.8,-10,-4.0,1,5,/,/,-2
CCCCn1c(-c2csc3c2CCC(C)C3)n[nH]c1=S (stereo not given),6,/,18,-2.5,-4,-9,-2.0,0,2
NS(=O)(=O)c1ccc(NC(=O)CCc2ccccc2)cc1,-5,-0.2,2,-0.6,1,16,-1.5,4,-2
NC(=O)c1cc(S(=O)(=O)Nc2ccccc2)cs1,4,-0.9,10,-1.8,6,13,0.5,-7,5
OCCN1CCN(CC/C=C2/c3ccccc3CSc3ccccc32)CC1,2,2.6,-2,-2.6,7,/,0.7,-6,0
O=C(CSc1ncccc1C(=O)O)NC12CC3CC(CC(C3)C1)C2,-4,/,-1,0.2,5,-5,0.1,4,2
CCOc1cc2[nH]c(=O)n(CC3CCC(C(=O)NCCC(C)C)CC3)c(=O)c2cc1OCC (stereo not given),7,/,-5,-1.6,-6,-3,/,/,-3
CC(C)(C)n1nnnc1C(c1ccccc1)N1CCC2(CC1)C(=O)NCN2c1ccccc1 (stereo not given),16,-1.9,/,-1.0,/,4,/,/,3
COc1ccc(N2CCN(S(=O)(=O)c3c(C(=O)N4CCOCC4)c(C)n(C)c3C)CC2)cc1,1,0.3,-1,-3.1,1,2,-0.3,-4,0
O=C(O[C@H]1[C@H](Cc2ccccc2)NS(=O)(=O)[C@H]2C[C@@H]3C=C[C@]12O3)c1ccc([N+](=O)[O-])cc1,-10,-4.4,-6,0.0,4,6,0.4,-5,2
CC1CCN(S(=O)(=O)c2ccc(NC(=O)Cc3cccs3)cc2)CC1,-5,/,-7,-5.2,-4,1,2.0,-12,-4
COc1ccc(COCC(O)CN2CCC(C(N)=O)CC2)cc1OC (stereo not given),2,/,8,-2.7,17,-3,5.0,9,-6
COc1ccc(C(C(=O)NC(C)(C)C)N(C[C@H]2CC[C@@H]([C@@H]3CC[C@H](CO)O3)O2)C(=O)c2ccccc2)cc1 (stereo not given in full),6,1.1,3,0.2,14,0,/,/,-1
Cc1cc(C)cc(NC(=S)N2CC(C)OC(C)C2)c1 (stereo not given),4,-1.2,4,-3.3,3,8,-2.6,/,-2
Cc1ccccc1S(=O)(=O)Nc1ncnc2ccccc12,4,1.9,5,-1.7,3,-5,2.6,-3,0
C[C@H](O)C(=O)C1=Nc2c(nc(N)[nH]c2=O)NC1,0,-2.5,19,-0.5,-12,4,0.4,3,27*
COC(C/C=C/[C@@H](O)[C@@H](C)OCc1ccccc1)OC,4,0.4,-1,-2.8,2,-7,0.0,10,-2
Cc1cc2oc(=O)c3c(c2cc1OC(=O)c1ccco1)CCCC3,-3,-0.4,14,-1.6,-3,0,-5.6,7,4
O=C(Nc1nccs1)c1ccc(N2C(=O)C3CCCCC3C2=O)cc1 (stereo not given),2,/,-3,0.0,-6,-3,2.3,7,-2
COc1ccc(N2CCN(C(CNC(=O)C(C)(C)C)c3cccnc3)CC2)cc1 (stereo not given),12,-1.4,1,-0.9,-3,-7,2.5,-3,2
CCN(CC1CCCN(CCc2cccc(F)c2)C1)C(=O)c1cc2ccccc2o1 (stereo not given),-3,-0.1,6,-1.8,-1,5,-2.9,-5,0
CCc1c(O)nc(SCC(=O)N2CCOCC2)n(-c2ccccc2)c1=O,-2,-1.0,-9,-2.9,-28,-17,-0.1,1,-3
O=C(Oc1ccc(/C=N/NC(=O)c2ccccn2)cc1)c1cccc(Br)c1,7,-0.3,0,-4.3,-77,-9,-2.6,/,0
O=C(Cn1cnc2c(nnn2Cc2ccccc2)c1=O)c1ccc(Cl)cc1,-1,1.3,4,0.5,-14,0,1.2,7,2
CCC(C(=O)OCC(=O)Nc1cc(Cl)ccc1Cl)c1ccccc1 (stereo not given),10,-2.4,2,-1.9,4,-4,-0.5,-10,-4
CN(Cc1ccccc1)C(=O)COC(=O)c1ccc(S(=O)(=O)N(C)C)cc1,-9,/,2,-1.0,3,-2,-0.4,4,-1
CCCCc1nccn1CCn1ccnc1CCCC,1,-1.3,-1,-1.2,-3,-6,0.8,-2,1
CCOc1cc(-c2c(C#N)c(=O)[nH]c3c2c(C)nn3-c2ccc(F)cc2)ccc1O,4,0.7,11,0.3,-1,-9,5.0,2,7

# Single records (already shown).
# `CCCCc1nccn1CCn1ccnc1CCCC` across the screens: PrPC surface inh = 1; Mtb BioA inh = -1.3; GDH-TPI inh = -1; FadD28 binding = -1.2; MazEF act = -3; BoNT-F LC inh = -6; UGM FP inh = 0.8; Rv3671c protease = -2; Mtb FBA inh = 1
# `O=C(Cn1cnc2c(nnn2Cc2ccccc2)c1=O)c1ccc(Cl)cc1` across the screens: PrPC surface inh = -1; Mtb BioA inh = 1.3; GDH-TPI inh = 4; FadD28 binding = 0.5; MazEF act = -14; BoNT-F LC inh = 0; UGM FP inh = 1.2; Rv3671c protease = 7; Mtb FBA inh = 2

# (next part)
SMILES,PrPC surface inh,Mtb BioA inh,GDH-TPI inh,FadD28 binding,MazEF act,BoNT-F LC inh,UGM FP inh,Rv3671c protease,Mtb FBA inh
COc1ccc(OC)c(C(=O)/C=C/c2cccnc2)c1,4,/,-8,-4.8,11,-5,-0.1,8,1
Cc1cc(C(=O)N2CCN(S(=O)(=O)c3ccc(C)c(C)c3)CC2)no1,3,-0.8,-4,-1.3,2,-2,/,/,-2
Cc1ccc(-c2nnnn2-c2ccccc2C(=O)O)cc1,7,-0.2,9,-4.6,6,?,3.6,-6,0
CC1CC(C)(C)N2C(=O)C3(Nc4ccccc4S3)c3cccc1c32 (stereo not given),/,-0.7,-2,-2.4,3,-2,-1.4,7,0
COc1ccc(NC(=O)CSc2nc3sc(C)c(C)c3c(=O)n2Cc2ccco2)cc1,/,-1.3,8,-1.7,-11,6,-0.7,5,-5
Cc1nc2ccccn2c1-c1csc(Nc2cccc(O)c2)n1,-5,/,9,-1.4,11,-6,/,/,1
Cc1nn(C)cc1C(C)NC(=O)c1cc(COc2c(F)cccc2F)on1 (stereo not given),-2,/,0,1.3,3,3,1.5,-13,1
CCn1cnc2cc(NCc3cccs3)ccc21,1,-0.2,-1,-0.6,7,-3,0.7,8,1
CCC(=O)N1CCC1(C)C(=O)Nc1cnc2ccccc2c1 (stereo not given),6,-0.2,15,-0.2,/,3,/,/,4
Cc1csc(NC(=O)CS(=O)(=O)Cc2ccccc2)n1,-5,/,5,0.0,1,-2,-4.2,4,2
NC1=NC(=O)/C(=C/c2ccc(OCC(=O)O)cc2)S1,3,-5.8,18,-2.3,0,-27,2.1,/,2
CCn1nc(C)c(NC(=O)CC23CC4CC(CC(C4)C2)C3)c1C,10,/,-1,-3.7,0,-5,-1.6,-7,-8
Cc1cc(NC(=O)CSCC(=O)Nc2nc3ccc(F)cc3s2)no1,7,0.3,-3,-2.8,-1,0,-1.3,2,0
